# From PubChem
# HIV RNase H inh – HIV-1 RT RNase H inhibitors, primary screen, biochemical, fluorescence; Gag-Pol polyprotein (Human immunodeficiency virus type 1 group M subtype B (isolate …; inhibition, % at 10 µM; 65,000 tested, 1.9% active; RT-RNase H RNA/DNA duplex cleavage; in the data active means inhibition above about 50%
# RmlCD inh mix – RmlC and RmlD coupled enzyme inhibitors, primary screen, biochemical, 384-well, compound mixtures, retest; 110,000 tested, 0.39% active; RmlC/RmlD coupled enzyme inhibition, 384-well mixture HTS; inhibition, % at 5.5 µM; in the data active means inhibition above about 30%, passing the limit was not always enough; further: strong numbers were not always called active
# Numbers without * were called inactive; . = no result given. These rows are one share of the data; rates above refer to the full screens.
SMILES,RmlCD inh mix,HIV RNase H inh
COc1ccc(-n2nnc3c(SCC(=O)N4CCN(c5ccccc5)CC4)ncnc32)cc1,.,-3
COc1cccc(C(=O)N2CCN(Cc3cc(Br)ccc3OC)CC2)c1,11,.
CC(C)C(=O)Nc1c2c(nc3c1CCC3)CCCC2,-13,0
Cc1ccccc1-c1ccc(=O)n(CC(=O)Nc2ccc(C(=O)N3CCCC3)cc2)n1,-5,.
COCCOC(=O)C1=C(C)NC(=O)NC1C1CC=CCC1 (centres undefined),7,0
COc1ccccc1CNc1ccc(C(=O)O)cc1,-11,.
Cc1cc(OCC(=O)O/N=C(\N)Cc2cccs2)ccc1Br,-11,.
O=C(CCN1C(=O)COc2ccccc21)NCCN1CCOCC1,16,3
COC(=O)c1cccc(NC(=O)C23CC4CC(C2)CC(n2cncn2)(C4)C3)c1,28,.
COc1ccccc1-c1nc2s/c(=C\c3cccs3)c(=O)n2n1,-4,-1
COc1ccc(N(CC(=O)N/N=C/c2ccc(-c3ccc([N+](=O)[O-])cc3)o2)S(=O)(=O)c2ccc(C)cc2)cc1Cl,8,.
CCCOP(=O)(O)c1c([N+](=O)[O-])cc(C(F)(F)F)cc1[N+](=O)[O-] (tested in a mixture with another compound),16,.
COc1ccc(N2CCN(C(c3ccco3)c3sc4nc(C)nn4c3O)CC2)cc1 (centres undefined),.,-27
Cc1cnc(-c2nnc(N(C)C(=O)c3ccncc3)s2)cn1,.,-7
CC(C)NC(=O)C1(O)c2ccccc2NC(=O)N1c1ccc(Cl)c(Cl)c1 (centres undefined),-11,-1
CC(C)C[C@H](N)c1cn([C@@H](Cc2cc3ccccc3[nH]2)C(=O)N2CCNCC2)nn1,-14,.
O=C1C=C(NC2CC2)C2(CCCCC2)O1,-11,-14
COc1cccc(N(CC(=O)Nc2ccccc2C)S(C)(=O)=O)c1,-6,-6
CCOC(=O)N1CCN(Cc2cc(=O)oc3ccc4ccccc4c23)CC1,5,-10
O=C(Nc1nonc1NC(=O)C1CCCCC1)C1CCCCC1,-25,-1
CN(C)c1ccc(/C=N/Nc2ccc(-n3ccnc3)nn2)cc1,7,.
CCN1CCN(c2ccc(NC(=O)COc3ccccc3Cl)cc2)CC1,-10,-18
COCCN1C(=O)N[C@@H](c2ccc(Br)cc2)C(C(C)=O)=C1C,-10,.
COCCN1C(=O)N(C)[C@@H](c2ccccc2)C(C(C)=O)=C1C,4,.
O=C(CSCc1ccccc1Cl)NNC(=O)c1ccccc1,10,.

# A different layout for part of the listing above.
CC(C)C(=O)Nc1c2c(nc3c1CCC3)CCCC2
  RmlCD inh mix: -13
  HIV RNase H inh: 0
O=C(CSCc1ccccc1Cl)NNC(=O)c1ccccc1
  RmlCD inh mix: 10
  HIV RNase H inh: .
CCN1CCN(c2ccc(NC(=O)COc3ccccc3Cl)cc2)CC1
  RmlCD inh mix: -10
  HIV RNase H inh: -18

# Next entries:
SMILES,RmlCD inh mix,HIV RNase H inh
CCCCn1nnnc1SCC(=O)NCc1ccccc1,8,.
OCC1(CO)COC(c2cccnc2)N1 (centres undefined),-12,-7
COc1ccc(-c2cc(C(F)(F)F)nc(S(C)(=O)=O)n2)cc1OC,-13,18
Cc1c(Cl)c([N+](=O)[O-])nn1CCCC(=O)Nc1sc2c(c1C#N)CCC2,3,.
CC(C)n1c(SCC(=O)Nc2ccccc2N2CCOCC2)nc2c1c(=O)n(C)c(=O)n2C,-7,.
COc1ccc(C)cc1N(CC(=O)O)S(=O)(=O)c1ccc(C)cc1,-6,5
CN(C)c1ccc(C(CC(=O)O)NC(=O)c2ccc(Cl)cc2)cc1 (centres undefined),-64,-1
CCSc1nc2c(c(=O)[nH]c(=O)n2C)n1C,10,-6
CC(C)CCNC(=O)C1CC2Cn3c(nc4cc(Cl)c(Cl)cc43)C2N1C (centres undefined),7,.
CCCOC(=O)Nc1ccc(N2CCCCC2)cc1,5,-1
CCOc1cccc(-c2nnc3sc(-c4cc(OC)c(OC)cc4OC)nn23)c1,.,-9
COc1ccc(Cn2c(C)c(C)c(C#N)c2NC(=O)Nc2ccc(Cl)cc2)cc1,-11,.
Clc1cccc(N2CCN(Cc3nc(-c4ccccc4)no3)CC2)c1,11,3
O=C(CSc1nc(-c2ccco2)cc(C(F)(F)F)n1)N1CCSCC1,6,-24
Cc1ccccc1OCc1nc2c3cnn(C)c3ncn2n1,-8,-14
COc1ccc2oc(=O)c(-c3nnc(NCc4ccco4)s3)cc2c1,12,40
CCOC(=O)CNC(=O)CN1C(=O)CCSc2ccccc21,-6,-2
CSc1nc(Oc2ccc(=O)n(C)n2)nc(N(C)C)n1,-5,.
CS(=O)(=O)N(CC(=O)N1CCN(c2ccccc2)CC1)c1cc(C(F)(F)F)ccc1Cl,-14,-9
Cc1nc(SCC(=O)c2ccccc2)c(C#N)c(-c2ccco2)c1C(=O)NCc1ccco1,.,0
Cc1cc2n(n1)C(c1ccc3c(c1)OCO3)Nc1ccccc1-2 (centres undefined),-1,0
CCOc1ccc2[nH]c(=O)c(CN(CC3CCCN3CC)C(=O)NCc3ccccc3)cc2c1 (centres undefined),.,5
COCCNC(=O)c1ccc2c(=O)n(CCOC)c(=O)[nH]c2c1,-5,0
O=C(O)C1CC(=O)N(C2CCCCC2)C1c1ccccc1 (centres undefined),-13,.
Cn1c(=O)n(C)c2cc(S(=O)(=O)O)ccc21,9,-5
Cc1[nH]c(=O)[nH]c(=O)c1NC(=O)c1cccs1,14,-7
COc1ccc(/C=C/C(=O)NC(C)C)cc1Br,-9,.
Cc1cccc(N(CC(O)CN(C)C)S(=O)(=O)c2ccccc2)c1 (centres undefined),10,-3
CN1C(C(=O)NCc2cccc(C(F)(F)F)c2)CC2Cn3c(nc4ccccc43)C21 (centres undefined),-3,.
C=CCOC(=O)C1=C[C@@H](c2ccc(Br)cc2)[C@H](CCCO)[C@@H](OCC)O1,-12,.
Cc1ccc2nc(N3CCN(Cc4nnnn4Cc4ccccc4)CC3)c(C#N)cc2c1,3,-15
Cc1nnc(SCC(=O)Nc2nccs2)[nH]c1=O,3,-11
Cc1ccc(-c2nn(CC(=O)Nc3cccnc3)c(=O)c3ccccc23)cc1,1,.
O=C(O)CCCNc1ccc(S(=O)(=O)Nc2ccccc2C(=O)O)cc1C(=O)O,11,-4
CO[C@H]1C=CO[C@@]2(C)Oc3c(C)c(O)c4c(O)c(c5c(nc6cc(C)ccn65)c4c3C2=O)NC(=O)C(C)=CC=C[C@H](C)[C@H](O)[C@@H](C)[C@@H](O)[C@@H](C)[C@H](OC(C)=O)[C@@H]1C,3,.
CCOC(=O)CSc1nnc(-c2ccc(S(=O)(=O)NCc3cccs3)cc2)o1,6,.
COc1ccc(Cc2nnc(NC(=O)c3ccc(Cl)c([N+](=O)[O-])c3)s2)cc1,4,.
CCc1cc2c(NCC(=O)O)ncnc2s1,-9,-25
COC(=O)c1cccc(S(=O)(=O)N(Cc2ccco2)Cc2cc3ccc(OC)cc3[nH]c2=O)c1,13,-1
CC(=O)C1C(c2ccc(Cl)cc2)NC(=O)NC1(O)C(F)(F)F (centres undefined),-10,-6
Cc1cc(C)cc(N(CC(=O)N2CCc3ccccc32)S(=O)(=O)c2c(C)noc2C)c1,7,0
CCCNC(=O)C1CCN(S(=O)(=O)c2ccc3nc4c(c(C(=O)O)c3c2)CCCCC4)CC1,-8,2
CCOC(=O)N1CCN(C(=O)c2ccccc2NC(=O)COc2ccccc2C)CC1,.,18
Cn1c(-c2c(N)n(CCCc3ccccc3)c3nc4ccccc4nc23)nc2ccccc21,0,.
Cc1cc(N/C=C2\CCCCC2=O)no1,-5,-2
CCCC(=O)n1nc(-c2cccnc2)nc1N,-5,.
CCOc1ccccc1C(=O)N(CN1CCCC1=O)c1ccc(C)c(Cl)c1,0,-14
CCOC(=O)N1CCN(C(=O)Cn2ccc3c(OC)cccc3c2=O)CC1,-5,.
Cc1nn(C)c(C)c1NC(=O)CSc1nnc(C)n1-c1ccccc1,-12,-2
Cc1cc2cc(CCNS(C)(=O)=O)c(=O)[nH]c2cc1C,8,2

# Continuation:
SMILES,RmlCD inh mix,HIV RNase H inh
COc1ccccc1/C=C/CN1CC(C)OC(C)C1 (centres undefined),-91,4
CP(=O)(COC(=O)c1ccccc1)COC(=O)c1ccccc1,5,-7
CC1CC(C)CN(S(=O)(=O)c2ccc(NC(=O)C3COc4ccccc4O3)cc2)C1 (centres undefined),8,22
COc1ccc(C2C3=C(OC(C)=O)c4ccccc4C3=Nc3c2c(=O)n(C)c(=O)n3C)cc1 (centres undefined),-1,9
COc1ccc(C(C)NC(=O)C2C(=O)NC3(C)CC2c2ccccc2O3)cc1 (centres undefined),-4,-6
CSC(=NC#N)N1CCN(c2ccccc2)CC1,-6,.
O=[N+]([O-])c1ccc(N2CCN(S(=O)(=O)c3ccccc3)CC2)cc1NCc1cccnc1,9,.
Fc1ccc(NCc2cccnc2)cc1F,8,.
Cc1ccccc1Nc1nc(-c2sc(NC(=O)c3ccccc3)nc2C)cs1,-11,.
CCOC(=O)c1ccc(NC(=O)N2CCN(C3CCCCC3)CC2)cc1,5,.
Cc1cc(C)n(CCOc2nonc2N)n1,0,-13
O=C(CN1CCC(Cc2ccccc2)CC1)Nc1ccc2c(c1)OCCO2,10,.
CC1(C)Cc2c(sc3nc(NCCN4CCOCC4)n4ncnc4c23)CO1,-2,-3
CC(C)C[C@H](NC(=O)c1nc[nH]c1C(=O)N1CCC(C)CC1)C(=O)OCc1ccccc1,1,.
O=C(O)CCN1C(=O)CC2(CCCCC2)C1=O,53,-15
COCc1cc(C)nc(N2CCN(c3ccccc3)CC2)c1C#N,-16,2
COC(=O)c1cc(C#N)c(Oc2ccc(F)cc2)nc1C,-20,.
CCOC(=O)C(C(=O)N1CCOCC1)C1CCCCC1 (centres undefined),-10,-4
CCOC(=O)CN(C(=O)CSc1nnc2c(n1)[nH]c1ccc(F)cc12)c1ccccc1,2,.
C=CCn1c(SCC(=O)c2ccc(NS(=O)(=O)c3ccccc3)cc2)nnc1-c1cccs1,-5,2
CC(C)C(=O)Nc1ccc(NC(=S)NC(=O)c2ccc([N+](=O)[O-])cc2)cc1,-6,.
Cc1[nH]c2ccccc2c1C(=O)Cn1c(=O)oc2ccccc21,-128,.
O=c1sc2ccccc2n1COc1ccccc1,.,-67
CC(C)c1ccc(O)c(CN2CCN(c3ccccc3)CC2)c1,5,-4
CCNC(=O)c1ccc2c(c1)S(=O)(=O)c1ccccc1C2=O,-11,-17

# Entries of single compounds as entered above. Order of screens: RmlCD inh mix, HIV RNase H inh
# `CC(C)C(=O)Nc1ccc(NC(=S)NC(=O)c2ccc([N+](=O)[O-])cc2)cc1` is listed with -6, .
# `CC(C)C[C@H](NC(=O)c1nc[nH]c1C(=O)N1CCC(C)CC1)C(=O)OCc1ccccc1` is listed with 1, .

# Remaining list, next part.
SMILES,RmlCD inh mix,HIV RNase H inh
O=C(Nc1ccc(Cl)cn1)c1ccc(COCC(F)(F)C(F)F)o1,-10,4
O=C(COc1ccc2ccccc2c1Br)Nc1ncn[nH]1,-5,-13
COc1cc2nc(C)sc2cc1SC,-14,-20
O=S(=O)(Nc1cccc(-c2nc3cccnc3s2)c1)c1ccc2c(c1)OCCO2,6,-74
C=CCN1C(=O)C2(C(C#N)=C(N)Oc3n[nH]c(CCC)c32)c2ccccc21 (centres undefined),-8,-6
CCN(Cc1ccccc1)C(=O)Cn1c(=O)n(CC(=O)NCc2ccco2)c(=O)c2sccc21,2,-4
O=C(OCCN1C(=O)c2ccccc2C1=O)C1CCN(S(=O)(=O)c2cccs2)CC1,1,-42
O=C(CCc1nc(-c2ccccc2)no1)NC1CCCCC1,-8,.
Cc1cccc(Nc2ccccc2C(=O)OCC(=O)N(C)C2CCS(=O)(=O)C2)c1C (centres undefined),-6,.
CC(C)c1ccccc1OCCNS(C)(=O)=O,.,-12
CCc1ccc2nc3sc(C(=O)Nc4nnc(CC)s4)c(N)c3cc2c1,-8,.
CC(=O)Nc1ccc(Sc2ncccc2C(=O)Nc2cc(Cl)cc(Cl)c2)cn1,3,.
CC/C(=N\NC(=O)CSCc1ccccc1Br)c1ccc2c(c1)OCCO2,-4,.
CC(=O)Nc1ccc2nc(N)sc2c1,12,.
CCOc1cc(C2C(C#N)=C(N)Oc3n[nH]c(C)c32)ccc1OCCN1CCOCC1 (centres undefined),3,6
O=C(NCCc1ccccc1)C(=O)N/N=C/c1ccc2c(c1)OCO2,-10,.
N#Cc1nc(Cc2ccccc2)oc1NCc1ccccc1Cl,.,-87
CCn1c(SCC(=O)NC)nnc1C(C)C,-2,1
COc1cc(C2Nc3cccc4cccc(c34)N2)ccc1OC(C)=O,-7,9
CCN(CC)C(=O)CN1C(=O)COCC1=O,-20,.
CC(=O)O[C@H]1C(=O)[C@]2(C)[C@H]([C@H](OC(=O)c3ccccc3)[C@]3(O)C[C@H](OC(=O)[C@H](O)[C@@H](NC(=O)c4ccccc4)c4ccccc4)C(C)=C1C3(C)C)[C@]1(OC(C)=O)CO[C@@H]1C[C@@H]2O,9,-19
Cc1cc(C(=O)COc2ccc3ccc(=O)oc3c2)c(C)n1Cc1cccs1,.,-2
O=C(CN(C(=O)CSc1nnc(COc2ccccc2)o1)c1ccc(F)cc1)NC1CCCCC1,4,-4
C[C@H](NC(=O)c1nc[nH]c1C(=O)N[C@@H](Cc1ccccc1)C(=O)OC(C)(C)C)C(=O)OC(C)(C)C,9,.
Cc1ccc(S(=O)(=O)NC(=O)c2cc(C)n(CCCn3ccnc3)c2C)cc1,-8,-3
